SENP1 inh: inhibitors of human SENP1 SUMO protease catalytic domain; Q9P0U3; recombinant SENP1 catalytic domain, CyPet-SUMO1-YPet FRET cleavage; inhibition, % at 10 µM; 360,000 tested, 0.21% active; AID 624204;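 active = inhibition at least 30% at 10 µM, raw YFP signal under a set limit, fluorescence ratio 0.5 to 1.5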;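 also: 0% = enzyme with DMSO and 100% = no enzyme wells; some results filed as inactive read as strong as hits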
Target sequence (Q9P0U3 419-644 limits assumed): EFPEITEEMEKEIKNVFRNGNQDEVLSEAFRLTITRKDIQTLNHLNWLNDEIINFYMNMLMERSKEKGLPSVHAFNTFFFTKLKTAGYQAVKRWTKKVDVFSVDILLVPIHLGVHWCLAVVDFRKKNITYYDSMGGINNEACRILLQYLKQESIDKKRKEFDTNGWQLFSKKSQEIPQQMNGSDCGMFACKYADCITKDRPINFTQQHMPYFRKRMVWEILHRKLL
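Material: hSENP1 catalytic domain, recombinant; medium: Tris pH 8 with BME, BSA, NP40 and catalase; compound: single concentration of 10 µM compound, 0.5% DMSO final; technique: FRET read of cyan and yellow fluorescence; timing: 50 min enzyme reaction, room temperature, light-protected; reagent: SFCypet-SUMO1-SFYpet substrate at 25 nM; control set: no-enzyme low, enzyme-DMSO high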
PfG6PD inh: PfG6PD (Plasmodium falciparum) enzyme inhibition; PfGluPho enzyme, NADPH resazurin-diaphorase fluorescence; inhibition, % at 20 µM; 350,000 tested, 0.78% active; AID 504690;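 active = inhibition reaching at least a set limit at 20 µM in the primary screen, cut at about 59% in these data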;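 also: 0% = DMSO wells with substrate and 100% = DMSO wells lacking glucose-6-phosphate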
hIAP activ: human IAP activation | P09923 | purified human IAP, CDP-Star luminescence, 30 min; hits give high values; 1 = vehicle-only enzyme, 0 = enzyme-free background | activation factor at 10 µM | 330,000 tested, 0.16% active | AID 2524;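 active = activation factor of the enzyme at least 2-fold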; also: the source names both 10 and 20 µM as test concentration; values of inactives mirror those of a sister screen read the other way
ATG4B inhibitor: blocks human ATG4B protease cleavage of LC3 substrate | ATG4B cleavage of LC3-PLA2, NBD-HPC fluorescence, 1 h | inhibition, % at 8.33 µM | 340,000 tested, 0.51% active; in the data active = inhibition above about 40%
SENP6 inh: SENP6 protease inhibition; 330,000 tested, 1.8% active; Q9GZR1; inhibition, % at 10 µM; Recombinant SENP6 catalytic domain, aminoluciferin luminescence; AID 2599;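 active = inhibition above about 50% at the single tested dose, limit read from the data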;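 also: plate controls were DMSO wells with enzyme for no effect and DMSO wells lacking enzyme for full effect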
Target sequence (Q9GZR1 628-1112 limits assumed): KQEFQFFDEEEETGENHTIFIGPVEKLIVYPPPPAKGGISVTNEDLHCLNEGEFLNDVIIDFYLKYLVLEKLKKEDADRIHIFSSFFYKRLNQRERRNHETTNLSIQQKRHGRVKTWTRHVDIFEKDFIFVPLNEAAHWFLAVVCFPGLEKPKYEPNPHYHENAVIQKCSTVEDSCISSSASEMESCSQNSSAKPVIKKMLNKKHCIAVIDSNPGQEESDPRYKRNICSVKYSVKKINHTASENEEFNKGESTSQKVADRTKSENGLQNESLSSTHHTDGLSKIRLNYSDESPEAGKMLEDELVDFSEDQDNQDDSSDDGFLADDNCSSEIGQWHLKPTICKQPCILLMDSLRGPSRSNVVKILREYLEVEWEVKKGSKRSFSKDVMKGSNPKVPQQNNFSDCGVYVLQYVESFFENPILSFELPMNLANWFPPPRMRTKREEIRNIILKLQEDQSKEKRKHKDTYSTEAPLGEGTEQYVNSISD
NR3A LBD binder: modulates the human NR3A ligand-binding domain | Tm shift relative to glycine control, % at 25 µM | NR3A LBD differential scanning fluorimetry, Tm shift; 0% = protein alone, 100% = glycine-bound protein | 340,000 tested, 2.5% active;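 active = melting temperature shift of at least 10% of the positive control shift, at one fixed dose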
MPTP inh: inhibitors of mitochondrial permeability transition pore. isolated mouse mitochondria, Ca2+ swelling absorbance, 30 min. inhibition, % at 10 µM. 360,000 tested, 1.4% active;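 active = inhibition of 50% or more, scaled per plate between neutral and stimulator controls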;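 also: 0% = DMSO wells given calcium and 100% = 1 mM EGTA wells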
SENP8 inh: inhibitors of human SENP8 protease; inhibition, % at 20 µM; Q96LD8; recombinant SENP8, Nedd8 substrate fluorescence; 360,000 tested, 0.64% active; in the data active = inhibition mostly above about 40%, no sharp cut-off; inactive = mostly below about 27%
Target sequence (Q96LD8 whole entry, looked up): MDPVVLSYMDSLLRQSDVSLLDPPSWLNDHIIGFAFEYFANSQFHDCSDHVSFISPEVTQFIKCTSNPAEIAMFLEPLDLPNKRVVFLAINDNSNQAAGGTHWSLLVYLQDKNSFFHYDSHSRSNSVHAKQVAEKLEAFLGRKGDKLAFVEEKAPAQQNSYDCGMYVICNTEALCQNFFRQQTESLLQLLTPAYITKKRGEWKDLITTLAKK
Starred values were filed as active, the others as inactive; / = no result given.

Molecule,SENP1 inh,PfG6PD inh,hIAP activ,ATG4B inhibitor,SENP6 inh,NR3A LBD binder,MPTP inh,SENP8 inh
Cc1ccc(-c2nc3c(=O)n(-c4ccccc4)c4c(c(=O)n(C)c(=O)n4C)c3o2)cc1,-2,-12,1,-2,-11,1,0.8,-411
Cc1ccc(C)c2c(N)c3c(nc12)CCCCC3 (tested in a mixture with another compound),-3,-8,1,15,5,0,-0.6,10
COc1ccccc1NC(=O)Cn1c(C)cc(=O)c2cccc(OC)c21,1,11,0.94,-24,-4,0,70*,-12
Cc1ccccc1NCC(=O)N/N=C/c1ccc([N+](=O)[O-])cc1,0,-10,0.87,27,5,-3,0.4,19
CC(=O)N1CCOc2ccc(S(=O)(=O)Nc3cccc(C)n3)cc21,4,12,1,-5,-32,0,-0.8,-48
CCCN(Cc1cc2cc(C)ccc2[nH]c1=O)C(=O)c1cccc(OC)c1,1,-1,0.9,-5,-17,-13,1.1,-131
C(#CCN1CCOCC1)CCCN1CCOCC1,-2,-24,/,1,/,-3,-1.0,13
O=C(Nc1ccc(F)cc1)Nc1nnc(-c2ccccc2)o1,3,-2,0.86,-7,-5,-3,6.8,8
COC(=O)Nc1nc2ccc(Sc3ccccc3)cc2[nH]1,2,-4,1.5,-1,-2,-2,1.2,12
CCN(CC)CCNC(=O)c1ccc(NC(=O)C2CC(=O)N(CCc3ccc(OC)c(OC)c3)C2)cc1 (configuration not stated),0,18,0.92,-45,-3,-2,-1.5,-13
CC(OC(=O)c1cccc(-n2cnnn2)c1)C(=O)NCc1ccccc1 (configuration not stated),1,-4,0.96,-7,-8,4,-0.6,-8
O=c1/c(=C/c2ccc(CNS(=O)(=O)c3ccccc3)o2)sc2n1CCN=2,3,17,1,-11,3,-2,1.0,-28
O=C(N/N=C/c1ccccn1)c1cc(-c2ccc3ccccc3c2)n[nH]1,-24,2,2.2*,-23,7,2,3.2,12
O=C(COc1ccc(Br)cc1)N1CCNC1=O,2,7,0.83,-4,-4,0,0.3,0
Cc1ccc(NC(=O)CN2C(=O)C3C4C=CC(C4)C3C2=O)cc1 (configuration not stated),1,-1,1,-13,-6,2,-3.8,19
O=C(c1cc2ccccc2oc1=O)N1CCN(Cc2ccc3c(c2)OCO3)CC1,-99,-6,0.93,-9,-2,1,-0.1,12
CCn1nc(C)c(/C=C/C(=O)Nc2ccc(C)cc2C)c1C,1,-11,0.92,0,-10,3,-0.1,20
CCc1cc(=O)oc2c3c(cc(OCC(=O)NC4CC4)c12)OC(C)(C)CC3,3,3,0.91,-5,-4,-2,-1.0,-171
O=C(N/N=C/c1ccoc1)c1cccc(OC(F)(F)C(F)F)c1,-1,-2,0.89,-5,-18,-3,2.0,17
C/C(=N\NC(=O)C1(C)CC1(Br)Br)c1cccc(NC(=O)c2ccc(C)o2)c1 (configuration not stated),1,18,1,1,-5,11*,-0.4,9
CC1CCCCN1C(=O)C12CCC(C)(C(=O)C1)C2(C)C (configuration not stated),1,-1,0.98,-8,-11,-10,-0.3,9
CSc1cccc(NC(C)=O)c1,-1,6,0.93,4,-13,-2,0.2,-2
CC(C)CC(=O)Nc1cccc(-c2nc3ccccc3o2)c1,1,-1,0.9,-6,4,-13,13,-11
CCOc1ccc(CCNC(=O)CN(C)S(=O)(=O)c2cccc3nsnc23)cc1OCC,-1,-16,0.82,-1,9,-4,1.3,31
COc1cc2oc(=O)cc(-c3ccc(-c4ccc(CO)cc4)cc3)c2c(OC)c1OC,2,-12,/,-4,/,-21,8.3,-39
Cc1[nH]c2ccc(Br)cc2c(=S)c1C/C=C/Cl,7,-5,1,4,-3,-1,2.6,0
Cc1cc(NC(=O)COC(=O)c2cc(S(=O)(=O)N(C)c3ccccc3)ccc2Cl)no1,1,-1,0.92,-12,-29,3,3.4,19
CC(=O)Nc1cc(C(=O)N(C)Cc2ccco2)ccc1Sc1ccc(Cl)cc1,0,5,0.93,2,-13,-2,2.6,14
Cn1c(=O)[nH]c(=O)c2c1nc(N1CCOCC1)n2CCSc1nnnn1-c1ccccc1,1,9,0.98,-3,-4,-1,1.6,10
O=C(c1ccc2ccccc2n1)N1CCN(c2ccccn2)CC1,0,7,1.1,1,-10,-3,-0.5,4
CSc1ccc(S(=O)(=O)NCCSC(C)(C)C)cc1,-2,-1,0.98,-4,3,2,0.2,18
O=C(O)c1ccc(NC2(C(=O)O)CCCC2)cc1,0,5,/,1,/,0,-3.7,14
CCOC(=O)C1=CC[C@H]2c3c(c4ccccc4n3C)C[C@H]1N2C,-2,-6,0.99,2,4,1,1.1,-14
COc1ccc(CNC(=O)c2cnc(C)cn2)cc1,-2,-14,0.98,9,-2,1,-7.8,20
c1ccc(Cn2c(CSc3nnnn3-c3ccccc3)nc3ccccc32)cc1,-37,6,0.97,2,5,8,1.7,-271
c1ccc(-c2nnc(CSc3nnc(-c4ccncc4)n3Cc3ccco3)o2)cc1,1,-7,1.2,-13,-1,0,1.7,10
C=CCN1C(=O)c2ccc(C(=O)OCC(=O)N(C)C3CCCCC3)cc2C1=O,3,-2,1,5,27,-1,-0.8,9
Cc1ccc(NC(=O)CCC(=O)N/N=C/C=C/c2ccccc2)cc1,4,-9,1.1,-2,-5,1,-2.4,6
Cc1ccccc1NC(=O)/C(C#N)=C\c1cccnc1,8,5,0.94,4,-4,0,15,3
COCCn1c(SCC(=O)Nc2cccc(OC)c2)nc2c(oc3ccccc32)c1=O,1,8,1,-14,-8,-4,5.0,19
CCOc1c(Nc2cccc(Cl)c2)c(=O)c1=O,2,-9,0.86,7,0,0,40,16
Cn1c(=O)c(=O)n(C)c2cc(S(=O)(=O)N3CCCCCC3)ccc21,0,-7,1.1,-11,-6,1,1.1,-13
Cc1ccc(CCNC(=O)CCNS(=O)(=O)c2ccc3c(c2)c(=O)n(C)c(=O)n3C)cc1,1,-1,0.89,-6,3,0,-1.4,0
COc1ccc(CCNC(=O)COC(=O)Cc2cccc(F)c2)cc1,-1,3,1,-3,-8,15*,-0.4,8
COc1ccc(CNC(=O)C(=O)NC2CC(C)(C)NC(C)(C)C2)cc1,2,-9,1.1,-7,0,-5,-1.8,6
O=C1NC(=O)C(=C2CCCCCC2)S1,1,-7,1.1,-8,-19,2,2.4,4
COc1cc(S(=O)(=O)N2CCN=C2c2ccccc2)ccc1F,1,-3,1.2,0,-26,-1,1.7,19
Cc1[nH][nH]c(=O)c1C(c1cc(Br)ccc1O)c1c(C)[nH][nH]c1=O,-3,4,1.3,-5,15,2,0.3,42*
CCN(CC)S(=O)(=O)c1ccc(C(=O)Nc2nnc(C(C)C)s2)cc1,2,-36,1.1,2,6,2,-2.7,4
Cc1ccc(S(=O)(=O)N2CCCC(C(=O)NCCC3=CCCCC3)C2)cc1 (configuration not stated),1,6,0.86,-7,-14,0,1.1,4
N#Cc1cc(-c2ccccc2)cnc1Sc1ccccc1,1,1,0.99,7,-1,8,4.1,7
O=C(O[C@@H]1[C@H](Cc2ccccc2)NS(=O)(=O)[C@H]2C[C@@H]3C=C[C@]12O3)c1ccccc1Br,-3,3,0.97,-7,-6,1,0.3,7
COc1ccc2oc(-c3ccc(NC(=O)c4ccc(N5CCOCC5)c([N+](=O)[O-])c4)cc3)nc2c1,3,-7,0.93,-5,-6,37*,24,18
COc1ccc(S(=O)(=O)N(C)C)cc1NCC(=O)Nc1cccc2ccccc12,0,0,1,5,-8,0,0.2,25
Cc1nc2ccc(C(=O)Nc3ccc(N(C)C)cc3)cc2s1,2,5,1.7,-12,-4,-3,1.4,23
Cc1cc(C(=O)NC2CCCCCCC2)ccc1[N+](=O)[O-],5,5,1,9,-4,-1,8.7,22
Cn1nc(C(=O)NCc2ccccc2Cl)c2c1-c1ccccc1S(=O)(=O)C2,-2,-2,1.2,6,-3,-1,-1.2,18
CCOC(=O)/C(C#N)=C1\C=CN(C)C(C)=N1,2,-1,0.96,3,-3,-1,-1.9,22
CC1=CC(C)C2COC(c3ccc[n+](C)c3)C1C2C (configuration not stated),-1,-9,0.97,1,-8,-2,-2.8,0
CN1CCN(NC(=O)CC(C)(C)C)CC1,1,8,1,-27,11,0,-0.4,22

Complete entries, quoted from the list. Screens in order: SENP1 inh, PfG6PD inh, hIAP activ, ATG4B inhibitor, SENP6 inh, NR3A LBD binder, MPTP inh, SENP8 inh
Cc1ccccc1NCC(=O)N/N=C/c1ccc([N+](=O)[O-])cc1 in the list: 0, -10, 0.87, 27, 5, -3, 0.4, 19
Cc1nc2ccc(C(=O)Nc3ccc(N(C)C)cc3)cc2s1 in the list: 2, 5, 1.7, -12, -4, -3, 1.4, 23
CC1=CC(C)C2COC(c3ccc[n+](C)c3)C1C2C (configuration not stated) in the list: -1, -9, 0.97, 1, -8, -2, -2.8, 0

(list continues)
Molecule,SENP1 inh,PfG6PD inh,hIAP activ,ATG4B inhibitor,SENP6 inh,NR3A LBD binder,MPTP inh,SENP8 inh
NS(=O)(=O)c1ccc(CCNC(=O)c2cc(-c3ccc(Br)cc3)nc3ccccc23)cc1,0,7,1.1,-7,-14,4,4.2,-83
Cc1c(C)n2c(SCC(=O)N3CC(C)OC(C)C3)nnc2[nH]c1=O (configuration not stated),3,12,0.86,-8,-11,0,-1.4,4
CCCCc1ccc(NC(=S)NCC2CCCO2)cc1 (configuration not stated),0,-13,1.2,-6,8,-3,8.3,-6
O=[N+]([O-])c1ccccc1/C=C/CN1CCC(O)CC1,0,-4,1,-6,-6,1,-0.7,12
Cc1cc(C)cc(Oc2nc3c(C)cccn3c(=O)c2/C=C(\C#N)C(=O)NC2CCS(=O)(=O)C2)c1 (configuration not stated),-133,11,/,-15,/,-2,-5.2,-343
OCCN(Cc1ccccc1)Cc1cccc(C(F)(F)F)c1,2,7,1.1,8,-7,-1,0.6,2
COc1ccccc1NC(=O)NCc1ccc(C)n1C,-13,6,1,-14,4,2,0.3,-20
Nc1ccc(C(=O)NC23CC4CC(CC(C4)C2)C3)cc1,2,2,1,8,-6,0,-0.1,12
CCN(CC(=O)Nc1ccccc1C(F)(F)F)C(=O)c1ccc(-n2nc(C)c(CCC(=O)OC)c2C)cc1,0,-1,/,2,/,0,-0.2,17
CC(=O)Oc1ccc(NC(=O)CSc2ccccc2)cc1,1,-13,0.89,13,-11,-31,-2.0,9
COc1cccc(N2CCN(S(=O)(=O)c3ccc(-n4cnnn4)cc3)CC2)c1,1,6,1.3,-3,0,-2,0.0,9
CC1CCCCC1NC(=O)c1cc2ccccc2o1 (configuration not stated),-13,8,0.85,-7,7,0,1.0,4
CC1(C)CC[C@]2(C(=O)O)[C@H](O)C[C@]3(C)C(=CCC4[C@@]5(C)C[C@H](O)[C@H](O)[C@@](C)(CO)C5CC[C@]43C)[C@@H]2C1 (some centres not stated),0,-1,1.1,-3,6,-2,-0.6,20
O=C(CCN1CCOCC1)N1CCCC(Nc2cccc(F)c2)C1 (configuration not stated),1,-11,1,32,-8,0,0.2,3
O=[N+]([O-])c1cc(S(=O)(=O)N2CCCC2)ccc1NN=C1CCCCC1,3,-7,1.5,-11,-9,-4,2.1,23
CC(=O)Nc1ccc(NC(=O)CCC(=O)OCC(=O)c2cccc([N+](=O)[O-])c2)cc1,-1,-7,0.98,-8,5,1,-0.4,14
Cc1c(N(C)S(=O)(=O)c2ccc(Cl)c(C(=O)NCC3CCCO3)c2)c(=O)n(-c2ccccc2)n1C (configuration not stated),2,12,/,-39,/,0,-1.8,2
CCSc1oc(-c2ccccc2)nc1S(=O)(=O)c1ccccc1,1,0,0.92,-2,6,7,-0.1,-8
Cc1cccn2c(=O)c3cc(C(=O)NCc4ccco4)c(=N)n(CCc4ccccc4)c3nc12,-34,16,0.95,-5,-10,-1,2.9,-393
